High-throughput results (PubChem BioAssay)
RBX1-CUL1 inh: human ROC1-CUL1 E3 ligase inhibition; in vitro K48 di-Ub FRET, acceptor:donor ratio, 45 min; inhibition, % at 10 µM; hit rate 0.6% among 140,000; AID 1347404; in the data active means inhibition above about 25%
Target sequence (P62877 whole entry, looked up): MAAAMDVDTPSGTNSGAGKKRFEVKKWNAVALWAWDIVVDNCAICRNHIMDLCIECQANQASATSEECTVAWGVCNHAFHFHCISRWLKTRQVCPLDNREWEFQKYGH
Target sequence (Q13616 whole entry, looked up): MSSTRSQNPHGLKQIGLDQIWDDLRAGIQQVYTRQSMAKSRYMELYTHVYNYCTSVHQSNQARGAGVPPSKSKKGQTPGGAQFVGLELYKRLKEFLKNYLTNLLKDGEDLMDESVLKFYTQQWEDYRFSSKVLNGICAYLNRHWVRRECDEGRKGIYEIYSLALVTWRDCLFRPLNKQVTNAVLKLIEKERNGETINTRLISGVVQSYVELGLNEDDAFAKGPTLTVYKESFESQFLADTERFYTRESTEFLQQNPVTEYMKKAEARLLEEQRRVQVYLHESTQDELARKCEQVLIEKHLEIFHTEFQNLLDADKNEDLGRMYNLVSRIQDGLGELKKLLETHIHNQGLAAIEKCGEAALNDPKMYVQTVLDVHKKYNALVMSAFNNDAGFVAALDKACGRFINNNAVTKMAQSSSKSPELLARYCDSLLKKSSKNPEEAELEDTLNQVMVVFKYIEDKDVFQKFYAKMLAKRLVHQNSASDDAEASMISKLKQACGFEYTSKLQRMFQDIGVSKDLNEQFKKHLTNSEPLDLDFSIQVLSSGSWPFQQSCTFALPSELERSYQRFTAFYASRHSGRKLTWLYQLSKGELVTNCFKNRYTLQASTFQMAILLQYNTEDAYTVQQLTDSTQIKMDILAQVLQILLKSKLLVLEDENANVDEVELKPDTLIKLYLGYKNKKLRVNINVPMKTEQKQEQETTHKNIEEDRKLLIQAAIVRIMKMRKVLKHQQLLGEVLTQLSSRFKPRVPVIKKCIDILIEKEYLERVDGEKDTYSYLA
* marks the source's active call; other numbers are inactive results. A portion of the library. The share of hits here may be higher or lower than overall.

compound	RBX1-CUL1 inh
COc1cc(/C=C2\SC(=S)N(Cc3ccccc3)C2=O)ccc1OCC(=O)O	3
S=C1N=C(c2ccc(Cl)cc2)CC(c2cn(-c3ccccc3)nc2-c2ccco2)N1 (stereo unspecified)	10
COc1ccc(N(CC(=O)Nc2cc(Cl)cc(Cl)c2)S(=O)(=O)c2ccccc2)c(OC)c1	5
COc1ccc(C)cc1N=Nc1ccc(O)c2nc(N(C)c3ccc4c(N=Nc5cc(C)ccc5OC)ccc(O)c4n3)ccc12	-11
CC(Oc1ccc(OCc2ccccc2)cc1)C(=O)NNC(=O)c1cc2cc(Br)ccc2oc1=O (stereo unspecified)	-1
O=C(Nc1ccccc1F)N1CCN(c2ccc(Cl)c(Cl)c2)CC1	-7
CCC(Oc1ccc(F)cc1)C(=O)N1CCN(C)CC1 (stereo unspecified)	0
Cc1ccsc1C=Nc1cccc([N+](=O)[O-])c1	-3
COc1ccccc1C(=O)Nc1ccccc1OC(C)C	2
CC(C)(C)C1CC(C(=O)O)CC(C(=O)O)C1 (stereo unspecified)	-5
CCCCNS(=O)(=O)c1ccc2c(c1)C(=O)c1cc(S(=O)(=O)NCCCC)ccc1-2	-7
COc1cc(OC)cc(-c2nc3nc(C)c(CCC(=O)Nc4cc(F)ccc4F)c(C)n3n2)c1	1
Cc1ccoc1C(=O)NC(C)(C)C	-4
COc1ccc(S(=O)(=O)N(CC(=O)NCCC2=CCCCC2)c2ccc(F)cc2)cc1OC	3
Cn1c(=O)c2c(nc3n2CC(c2ccccc2)=NN3CCO)n(C)c1=O	-5

An excerpt of these results, with values ahead of the structure:
| RBX1-CUL1 inh | SMILES |
| --- | --- |
| -4 | Cc1ccoc1C(=O)NC(C)(C)C |
| 3 | COc1ccc(S(=O)(=O)N(CC(=O)NCCC2=CCCCC2)c2ccc(F)cc2)cc1OC |
| -5 | Cn1c(=O)c2c(nc3n2CC(c2ccccc2)=NN3CCO)n(C)c1=O |

More entries
compound	RBX1-CUL1 inh
COc1ccc(-c2cc(-c3ccccc3)nc(SCc3ccccc3[N+](=O)[O-])c2C#N)cc1	0
O=C1NC(=Nc2ccccc2)S/C1=C/c1ccc(-c2ccc(Cl)cc2Cl)o1	-3
Cc1ccnc(SCC(=O)N(C)C)n1	-6
COc1cc(NC(=S)N2CCC(C(O)(c3ccccc3)c3ccccc3)CC2)cc(OC)c1	-9
CC(NS(=O)(=O)c1ccc(CCC(=O)NCC2CCCO2)cc1)c1ccccc1 (stereo unspecified)	-14
CC(C)C(=O)NCc1ccc(-c2nc3ncccc3o2)cc1	6
CCOc1ccccc1NC(=O)CN1C(=O)COc2ccc(S(=O)(=O)N3CCOCC3)cc21	-5
O=C(CN(C1CCCCC1)S(=O)(=O)c1ccc(F)cc1)Nc1cc(Cl)ccc1Cl	-2
Cc1cc2c(c(=O)n1Cc1cccnc1)C(c1ccc(Cl)cc1)C(C#N)C(=N)O2 (stereo unspecified)	5
Cc1c(C(C)NC(=O)c2csnn2)cnn1-c1ccccn1 (stereo unspecified)	3
COCCCNC(=O)c1ccccc1Cl	1
CN(C)c1cnn(CC(=O)N2CCCC2c2nccs2)c(=O)c1 (stereo unspecified)	1
COC(=O)c1cc2occc2n1CC(=O)Nc1cccc(SC)c1	-5
Cn1cc(CN2CCC3(CCCN(CC4CCCCC4)C3=O)C2)cn1 (stereo unspecified)	-5
CC(C)CN1CCC(C2CCN(C(=O)c3ccnnc3)C2)CC1 (stereo unspecified)	-6
COc1cc(Cl)c(-c2nc3c([nH]2)c(C(C)(C)C)nn3C)c(OC)c1	6
CNC(=O)C1CCN(c2nc3ccccc3nc2C(F)(F)F)CC1	-7
O=C(NC(Nc1ccc(Cl)c(Cl)c1)C(=O)c1ccccc1)c1cccs1 (stereo unspecified)	5
COC(=O)CSc1nc2sc3c(c2c(=O)n1-c1ccccc1)CCC3	-1
Cc1cc(C)cc(NC(=O)CSc2nc(-c3ccccc3)nn2C(=O)C2CCCCC2)c1	-3
Cn1c(SCc2nc3ccccc3[nH]2)nnc1-c1ccncc1	3
COc1ccc(N(CC(=O)NCCc2ccc(Cl)cc2)S(=O)(=O)c2c(C)nn(C)c2C)cc1	-13
CC(=O)N1CCC(N2CCCC(CCc3ccc(F)cc3F)C2)CC1 (stereo unspecified)	-3
CN(C(=O)CSc1nc(-c2ccccc2)no1)c1ccc(F)cc1	14
COc1ccccc1C(=O)OC(C(=O)c1ccc(C)c(C)c1)c1ccccc1 (stereo unspecified)	6
COc1ccc(OCC(=O)Nc2ccc(S(=O)(=O)N3CCC(C)CC3)cc2)cc1	-3
COc1ccc(C2C3=C(CCCC3=O)N(c3cccc(C(F)(F)F)c3)C(=N)C2C#N)cc1COc1ccc(C)cc1[N+](=O)[O-] (stereo unspecified)	-10
COc1ccccc1NC(=O)N1CCOc2ccccc21	-2
CCc1ccccc1N1CC(C(=O)N2CCN(c3ccccc3)CC2)CC1=O (stereo unspecified)	1
CC(=O)N1CCn2c3c(c(=O)c4cc(C)ccc42)CCC31 (stereo unspecified)	-1
CCOc1ccc(C(=O)Nc2cc(-c3nc4ccccc4s3)ccc2OC)cc1	-19
COc1ccc(C(C)N(C)C(=O)CC2(c3ccc(-c4ccccc4)cc3)CC(=O)N(C)C2=O)cc1 (stereo unspecified)	6
Fc1ccccc1-n1ncc2c1ncn1nc(COc3ccc(Cl)cc3)nc21	1
CC(=O)c1cc2c(cc1NC(=O)c1ccc(Cl)cc1Cl)OCO2	2
COc1cccc(C(=O)NC2CCCN(CCc3ccccc3)C2)c1OC (stereo unspecified)	2
CCn1c(=O)cc(OCC(=O)N2CCN(c3ccc(F)cc3)CC2)c2ccccc21	0
COc1ccc(CCN2C(=S)N(c3ccc(N(C)C)cc3)C(=O)C2CC(=O)Nc2cccc(Cl)c2C)cc1OC (stereo unspecified)	1
CC(=O)OC1CCC23C(OC(C)=O)OC(CC4C5CCC(C(C)CCCC(C)C)C5(C)CCC42)[C@@]3(Cl)C1 (stereo partly specified)	-6
CCOc1cc(C(=O)O)cc(Cl)c1OC	10
c1cc(Cn2ccnc2)nc(Cn2ccnc2)c1	5
COc1ccc(CNC(=O)CSc2n[nH]c(-c3ccc(OC)cc3)n2)cc1	-6
COc1ccc(Nc2c3c(nc4ccccc24)CCC3)cc1Cl	5
COc1ccc(CCN2CCC(NC(=S)Nc3ccccc3N)CC2)cc1	-6
CCOC(=O)c1c(NC(=O)c2c(F)cccc2F)sc(C)c1-c1cccc(Cl)c1	1
O=C(Nc1cc(Cl)ccc1Cl)c1ccc(Cl)c([N+](=O)[O-])c1	0
CC(C)(C)c1ccc(C(=O)Nc2ccc(OCc3cc(=O)n4ccsc4n3)cc2)cc1	-7
Cc1ccc(C)n1-n1c(C)nc2sc3c(c2c1=O)CCCC3	6
O=C1NC=NC=NN1Cc1ccc(Cl)cc1Cl	-8
COc1ccc(CCNC(=O)Cc2ccc3c(c2)OCO3)cc1OC	-1
Cc1ccc([N+](=O)[O-])cc1NC(=O)CSc1nnc(Cc2ccccc2)o1	-7
Cc1ccc2nc3c(cc(C(=O)NC4CCCCC4)n3C)c(=O)n2c1	2
COC(=O)C1C(=N)Oc2cc(O)ccc2C1c1cc(Br)ccc1OCc1ccccc1C#N (stereo unspecified)	1
CC(C)C(=O)Nc1nnc(S(=O)(=O)N2CCCCCC2)s1	-1
CN(C)c1ccc(/C=N/NC(=O)c2ccn(Cc3ccc(Cl)cc3)n2)cc1	0
CN(Cc1ccccc1)C(=O)c1csc2nc(-c3cccc(F)c3)cn12	-12
COc1ccc(-c2onc(C)c2C)cc1S(=O)(=O)N1c2ccccc2CC1C (stereo unspecified)	-4
COCc1ccc(C(=O)Nc2ccc(-c3nc(CNC(=O)c4cc(C(C)C)nn4C)c(C)o3)cc2)o1	3
COc1ccc(NC(=O)c2cnc(N3CCCC3)nc2)cc1OC	0
CCc1ccc(C(C)NC(=O)/C(C#N)=C\c2ccsc2)cc1 (stereo unspecified)	1
Cn1nnnc1SCCNCc1ccc(F)cc1	8

Additional results follow.
compound	RBX1-CUL1 inh
O=C1N=C2SCCN2/C1=C\c1ccc(Cl)cc1	8
O=Nc1c(O)[nH]c2cc(Br)ccc12	5
Cn1c(C(=O)O)cc2c(=O)n3ccccc3nc21	10
COC(=O)C1CCN(c2csc3ccc(C)cc3c2=O)CC1	0
Cc1ccc(NC(=O)c2ccccc2OC(F)F)cc1F	-5
O=S1(=O)CC2N=C(N/N=C/c3ccccc3)SC2C1 (stereo unspecified)	-1
Cc1ccc2scc(CC#N)c2c1	10
CCOC(=O)Cn1c(=O)c2c(nc3n2CCN3c2ccc(CC)cc2)n(C)c1=O	2
COc1ccc(-c2noc(C3CC(=O)N(c4ccccc4)C3)n2)c(OC)c1 (stereo unspecified)	-4
OCCNCc1ccc(Br)cc1	10
CCn1c(-c2ccccc2F)nc2cc(C(=O)NC(C)c3cn(C)nc3C)cc(NC(C)=O)c21 (stereo unspecified)	-1
COc1cc(S(=O)(=O)N2CCN(c3ccccc3OC)CC2)ccc1Cl	5
COc1cc(NC(=O)c2cccc([N+](=O)[O-])c2)ccc1NC(=O)c1cc2ccccc2o1	-7
COc1ccc(CC(=O)Nc2sc3c(c2C(=O)Nc2ccc(Cl)cc2)CCC3)cc1	1
Cc1ccc(NC(=O)c2cc(-c3cccs3)on2)cc1C	8
N#Cc1ccc(-c2cnc3cncnc3n2)cc1	2
Cc1nn(C)c(C(=O)N/N=C/c2cc(Br)ccc2O)c1Cl	8
O=C(CC1(c2cccc(C(F)(F)F)c2)CC(=O)N(C2CC2)C1=O)N(CC1CC1)CC1CCCO1 (stereo unspecified)	-4
CC(C)Cc1cc(-c2ccc(Cl)cc2)nc2ccc3ccccc3c12	-9
Cc1cccc(C)c1C(=O)c1ccc(O)cc1O	3
C=CCn1c(SCC(=O)Nc2sc(C)c(C)c2C#N)nnc1-c1ccco1	0
Cc1ccc(S(=O)(=O)N/N=C/c2ccc(O)c(O)c2)cc1	-8
Cc1ccc(C(C)C)c(OCC(=O)NNC(=O)Nc2ccccc2)c1	-4
Cc1ccc(CN2CCN(C3CCN(S(=O)(=O)N(C)C)CC3)C(=O)C2=O)cc1	9
COc1cccc(/C=N/NC(=O)c2ccc(Cn3cc(Cl)cn3)cc2)c1O	4
O=C(C1CCN(c2nc3ccccc3[nH]2)CC1)N1CCN(c2ccccc2)CC1	4
CC1CCCN(Cc2nc(-c3ccc(Cl)cc3)no2)C1 (stereo unspecified)	-1
Cc1ccc(C(=O)N2CCOCC2)cc1Cl	1
O=C(COc1ccccc1)Nc1ccccc1F	2
COc1ccc(S(=O)(=O)NCC(=O)Nc2ccc(Oc3ccccc3)cc2)cc1	7
O=[N+]([O-])c1cnc(Nc2ccc(Cl)cn2)c([N+](=O)[O-])c1	5
CCOc1ccc(-n2c(SCC(N)=O)nc3c(oc4ccccc43)c2=O)cc1	2
CCS(=O)(=O)c1ncc(Cl)c(C(=O)N(Cc2ccccc2)Cc2ccco2)n1	0
CC1CCCN(C(=O)c2cc3ccc4cccnc4c3[nH]2)C1 (stereo unspecified)	-5
COc1cccc(C(=O)Nc2nnc(S(=O)(=O)N3CCCC3)s2)c1	-2
Cc1cc(C)c(NC(=O)C(=O)NCC(c2cccnc2)N2CCN(Cc3ccccc3)CC2)c(C)c1 (stereo unspecified)	0
N#CC(Nc1ccccc1)c1ccc(Br)cc1 (stereo unspecified)	0
O=C(CN1CCN(c2nc3ccccc3s2)CC1)Nc1ccccc1F	1
Cc1cccc(C)c1Nc1c(-c2ccccc2F)nc2cccc(C)n12	-11
CO[C@H]1[C@H](NC(=O)c2ccncc2)c2ccccc2C12CCN(C(=O)CCn1nc(C)cc1C)CC2	-11
CCOc1cc(C2C3=C(CC(c4ccccc4)CC3=O)N=C(C)C2C(=O)OCCOC)cc(Br)c1O (stereo unspecified)	-10
CCCN1CCN(CCCNC(=O)c2ccc3c(c2)sc2nc(-c4ccc(OCC)cc4)cn23)CC1	-62
Cc1sc2nc(N3CCOCC3)[nH]c(=O)c2c1C	-7
Cc1ccc(/C=N/NC(=O)CC23CC4CC(CC(C4)C2)C3)s1	6
O=C(Nc1nnc(S(=O)(=O)N2CCOCC2)s1)c1ccccc1F	1

Six compounds from above, ordered by the number in RBX1-CUL1 inh, rising:
compound	RBX1-CUL1 inh
CO[C@H]1[C@H](NC(=O)c2ccncc2)c2ccccc2C12CCN(C(=O)CCn1nc(C)cc1C)CC2	-11
CCOc1cc(C2C3=C(CC(c4ccccc4)CC3=O)N=C(C)C2C(=O)OCCOC)cc(Br)c1O (stereo unspecified)	-10
Cc1sc2nc(N3CCOCC3)[nH]c(=O)c2c1C	-7
Cc1cc(C)c(NC(=O)C(=O)NCC(c2cccnc2)N2CCN(Cc3ccccc3)CC2)c(C)c1 (stereo unspecified)	0
CCOc1ccc(-n2c(SCC(N)=O)nc3c(oc4ccccc43)c2=O)cc1	2
Cc1ccc(/C=N/NC(=O)CC23CC4CC(CC(C4)C2)C3)s1	6

Next part.
compound	RBX1-CUL1 inh
Nc1ncc(S(=O)(=O)Nc2ccc(F)cc2F)cn1	-7
O=C1CC(=C(c2ccccc2)c2ccccc2)C(=O)N1CCN1CCN(c2ccccc2)CC1	0
CCCSc1ncc(Cl)c(C(=O)N2CCN(c3cccc(Cl)c3)CC2)n1	-1
Cn1c(Cc2ccccc2)nnc1SCC(=O)Nc1ccc(F)cc1F	-5
COC(=O)C12CC3CC(C1)CC(n1cnc(Cl)n1)(C3)C2	-1
CC(C)CNC(=O)C1CCCN(C2CCN(CCc3ccccc3)CC2)C1 (stereo unspecified)	-9
Clc1ccc(/C=N/Nc2nc3ccccc3nc2Cl)cc1	2
CC1(C)Cc2c(ccc3ccccc23)C2=CC(=O)C(=O)N21	5
CCC(=O)Nc1ccccc1C(=O)c1ccccc1	2
